Screening results from PubChem BioAssay.
IkB sig inh = IkB pathway inhibition in ABC-DLBCL cells; ABC-DLBCL IkBa-CBG/CBR dual luciferase ratio, 4 h; response scale: scaled: untreated 0%, proteasome inhibitor 100%; AID 445; Potency, µM (titrated, usually from 57.1 µM), for inactives: top-dose IkBa stabilization activation; 0.04% of 110,000 active; active = well fitted curve in the direction sought with a large enough effect in the signal ratio, not every such curve was filed as active; inconclusive = small, poorly fitted or top-dose-only effect, or a change in a side signal; the % refers to the signal ratio;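 note: the direction sought is a rising ratio; 0% = basal untreated cells and 100% = reference inhibitor full response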
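Luminescence ratio of IκBα-fused green versus native red beetle luciferase in OCI-Ly3 cells, 4 h post-doxycycline with compound; red signal alone, scaled from basal (0%) to zero light (-100%), flagged nonspecific or cytotoxic effects.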
p53ts 32C kill = cytotoxicity in p53ts cells at permissive temperature. Potency, µM (titrated, usually from 46.1 µM), inactives show top-dose activity change, negative = cytotoxicity, usual class: cytotoxic. H1299-p53A138V at 32C, ATP luminescence viability, 24 h. 0.93% of 130,000 active. AID 924;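 note: 0% = DMSO and -100% = full killing by reference compound; nearly all actives have a fitted effect of over 55% in size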
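Viability by ATPlite luminescence after 24 h compound treatment (up to 46 uM) at the permissive 32C. Cells are H1299 carrying p53 A138V. Scale runs from DMSO basal to 100 uM tamoxifen as full kill; AC50 from Hill fits.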
Imprint erasure = inducers of genomic imprint erasure in mouse ES cells | AID 1948 | mouse ES Peg3-LacZ reporter, beta-gal luminescence, 40 h | 0.02% of 110,000 active | Potency, µM (titrated, usually from 60.7 µM), without a hit: at the highest dose activity change, positive = activation, hits mostly activators;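 note: 0% = negative control wells on the plate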
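Each well holds 300 Peg3LacZ-Neo (maternal) female ES cells incubated 40 h at 37C, 5% CO2. LacZ is measured by BetaGlo luminescence, with AC50 and maximum efficacy derived from dose-response curves.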
p53ts 39C tox = cytotoxicity in p53ts cells at nonpermissive temperature. H1299-p53A138V viability at 39C, ATP luminescence, 24 h. Potency, µM (titrated, usually from 46.1 µM), inactives show at the top dose activity change, negative = cell killing, actives largely listed as cytotoxic. 1.5% of 130,000 active. AID 902; note: nearly all actives have a fitted effect of over 55% in size
The depositor's hits bear a star; ? = inconclusive; . = no result given; [ ] = another dose, or the depositor's remark. Unless noted, calls come from the whole dose curve; as a rule, active = well fitted curve in the direction sought with a large enough effect; inconclusive = small, poorly fitted or top-dose-only effect, or another doubt; inactive = no such curve, though single readings can be large; an effect the other way counts as inactive or inconclusive. Unless noted, % is set by controls: 0 for no effect and ±100 for the full control effect; potency is the fitted concentration of half-maximal effect. No enrichment for hits; 1.8% or so of the library scored in one or more.

mol | IkB sig inh | p53ts 32C kill | Imprint erasure | p53ts 39C tox
COC(=O)C1=C(C)NC(C)=C(C(=O)OC)C1C(=O)OC1CCCCC1=O (stereo not drawn) | 1.7% | -5% | -6% | 5%
CCCn1c(C)nc2c(N3CCC(N4CCN(C)CC4)CC3)nc(C)nc21 | . | -9% | -13% | -8%
O=C(NCCc1ccccc1)c1ccc2nc(CCc3ccccc3)oc2c1 | -3.0% | -3% | -5%[10.9 µM] | -19%
Cc1cccc(CC2CC(=O)N(C3CCCCC3)C2=O)c1 (stereo not drawn) | 0.1% | 8% | -16% | 6%
Cc1sc2ncn(CC(=O)Nc3ccc(F)cc3Cl)c(=O)c2c1S(=O)(=O)N1CCN(c2ncccn2)CC1 | -0.1% | 11% | -7%[10.9 µM] | 4%
CC(C)(C)C1CCc2nc(NC(=O)COc3ccccc3[N+](=O)[O-])sc2C1 (stereo not drawn) | 1.1% | 1% | -11%[10.9 µM] | -20%
Cc1cccc(NC(=O)c2sc3ncnc(N(C)C4CCCCC4)c3c2C)c1C | 0.6% | 4% | -5%[10.9 µM] | ?
CN(Cc1nc(-c2ccncc2)no1)S(=O)(=O)c1ccc(Br)cc1 | 0.8% | 1% | -24% | 18%
CCOC(=O)N1CCC(N2C(=O)c3cc(C(=O)NC4CCCCC4)ccc3C2O)CC1 (stereo not drawn) | 4.8% | -3% | -9% | -9%
CCN(CC)C(=O)C1CCCN(Cc2ccc(OC)c(C)c2C)C1 (stereo not drawn) | . | 5% | . | -6%
Cc1ccc(-n2ncc3c(=O)n(CC(=O)NCC4CCCO4)cnc32)cc1 (stereo not drawn) | 0.3% | -21% | -5% | -23%
Cc1ccc(S(=O)(=O)CCC(=O)N2CCN(c3nc4c(C)c(Cl)ccc4s3)CC2)cc1 | -1.1% | -1% | -7%[10.9 µM] | -20%
COc1cccc(N2CCN(C(=O)c3cnc4c(C)cccn4c3=O)CC2)c1 | 2.6% | 12% | -14%[10.9 µM] | 7%
COc1ccc(CNCCC(c2ccccc2)c2ccc3c(c2)OCO3)cc1 (stereo not drawn) | ? | ? | -18%[10.9 µM] | 16µM*
COc1cccc(CN2CCCN(S(=O)(=O)c3ccc(Br)cc3)CC2)c1 | ? | -2% | -21% | -18%
O=C(Nc1ccc2nc(-c3ccc(Br)o3)[nH]c2c1)c1cccs1 | ? | -26% | -16% | ?
CCCCOCCCNC(=O)N[C@@H](CC(C)C)C(=O)O | -3.3% | 0% | -10% | 1%
Cc1ccc(-c2onc(C)c2C)cc1S(=O)(=O)Nc1cccc(Cl)c1C | ? | 33%[activator] | 2%[10.9 µM] | -16%
CC[C@]1(O)C[C@@H]2CN(CCc3c([nH]c4ccccc34)[C@](C(=O)OC)(c3cc4c(cc3OC)N(C)[C@H]3[C@](O)(C(=O)OC)[C@@H](C(=O)OC)[C@@]5(CC)C=CCN6CC[C@@]43[C@@H]65)C2)C1 | 1.0% | -23% | -21% | ?
Cc1nnc(N2CCCC(C(=O)Nc3cc(F)ccc3F)C2)c2nn(-c3ccccc3)c(C)c12 (stereo not drawn) | -3.6% | -27% | -5%[10.9 µM] | -17%
COc1ccc([C@H]2Sc3ccccc3N(CCN(C)C)C(=O)[C@H]2OC(C)=O)cc1 | 2.9%[25.6 µM] | -12%[20.6 µM] | -17%[16.8 µM] | 0%[20.6 µM]
CC1CCCCN1S(=O)(=O)c1coc(C(N)=O)c1 (stereo not drawn) | -2.8% | -2% | 11% | 1%
COc1cc(NC(=O)CCCC(=O)OCC(F)(F)C(F)F)nc(OC)n1 | 0.9% | -4% | -19% | 7%
COC(=O)C1=C(C)NC(C)=C(C(=O)OC)C1c1cc2ccc(C)cc2[nH]c1=O | 5.0% | 4% | . | 4%
Nc1nc2c(cnn2CCc2ccccc2)c2nc(-c3ccco3)nn12 | . | ? | -8% | ?
CCOC(=O)c1ccc(NC(=O)CSc2nnc(C)n2-c2ccccc2)cc1 | -4.1% | 5% | -25% | 3%
CCOc1ccc(NC(=O)CCN2CCN(c3ccccc3)CC2)cc1 | -1.1% | -9% | -4% | 4%
S=c1[nH]nc(-c2ccccc2Cl)n1CC1CCCO1 (stereo not drawn) | 0.9% | -1% | 9% | 8%
Cc1noc(/C=C/N(C)C)c1S(=O)(=O)N1CCCC(C(=O)NCc2ccco2)C1 (stereo not drawn) | -0.5% | 5% | -5% | -4%
CC1CCCC(C)N1C(=O)Cn1c(SCC(=O)Nc2ccc3c(c2)OCO3)nc2ccccc21 (stereo not drawn) | -2.1% | 13% | -4% | 1%
COc1ccc(NS(=O)(=O)c2c(C)nc3scc(C)n3c2=O)cc1 | -0.1% | 6% | -4%[10.9 µM] | -2%
CCOC(=O)c1c(-c2ccc(C)cc2)csc1NC(=O)c1cc(=O)c2cc(Cl)ccc2o1 | -2.3% | 0% | -7%[10.9 µM] | -11%
CN(C)C(=O)N1CCN(C(=O)N(C)C)CC1 | -2.8% | 4% | 7% | -8%
O=C(CN1CCOCC1)NCCNC(=O)CN1CCOCC1 | -0.2% | 1% | -1% | 1%
O=Nc1c2nc3ccccc3n(O)c-2c2ccccc12 | 1.7% | -13% | -73%[inhibitor] | -12%
Cc1ccc(S(=O)(=O)Nc2cc(C(=O)O)ccc2N2CCCCC2)cc1 | 2.5% | 8% | -8% | 10%
Cc1ccc(S(=O)(=O)Cc2ccc(C(=O)N3CCN(c4ccccn4)CC3)o2)cc1 | 2.1% | 0% | -12% | -4%
CC1Cc2ccccc2N1C(=O)c1ccc2snnc2c1 (stereo not drawn) | 1.2% | 2% | -11% | -5%
O=C(COc1ccc(Br)cc1)Nc1ccc(C(=O)OC2CCCCC2)cc1 | -2.0% | -2% | 3%[10.9 µM] | -5%
CCOC(=O)N1CCN(Cc2nc3cc(NC(=O)c4cccc(C)c4)ccc3n2C(C)C)CC1 | 1.2% | -12% | -28%[10.9 µM] | ?
C=Cc1ccc(CSc2nnc(C)n3c2cc2occc23)cc1 | -0.3% | -20% | -11%[10.9 µM] | ?
CCOc1cc(NC(=O)c2ccco2)c(OCC)cc1NC(=O)CCc1ccccc1OC | 0.1% | -5% | -6% | -14%
NC1(C(=O)OCc2ccccc2)CCCC1 | 1.3%[11.4 µM] | 9%[9.22 µM] | 8%[10.9 µM] | -1%[9.22 µM]
O=C(NCCc1ccccc1)C1CCN(S(=O)(=O)c2cccs2)CC1 | 0.8% | 0% | -11% | 5%
COc1ccc(CCNC(=O)Cn2c(=O)n(Cc3ccco3)c(=O)c3ccc(Cl)cc32)cc1OC | 0.2% | -11% | -16% | -7%
Cc1ccccc1NC(=O)c1ccc(N(Cc2ccccc2)S(C)(=O)=O)cc1 | ? | 7% | -14%[10.9 µM] | -5%
COc1ccc(NC(=O)N(CCCN(C)C)Cc2cc3cc(OC)ccc3[nH]c2=O)cc1 | 2.3% | 7% | -7% | -2%
O=S(=O)(NC1CCCCCC1)c1ccc(Br)s1 | . | 1% | . | 7%
CC(C)N1CCN(c2ccc(OC[C@@H]3CO[C@@](Cn4cncn4)(c4ccc(Cl)cc4Cl)O3)cc2)CC1 | 0.1%[25.6 µM] | -3%[20.6 µM] | 2%[16.8 µM] | -5%[20.6 µM]
COc1ccc(N(C(C)=O)S(=O)(=O)c2cccs2)cc1 | . | 3% | . | 4%

Next entries follow:
mol | IkB sig inh | p53ts 32C kill | Imprint erasure | p53ts 39C tox
CCC1S/C(=C(\C#N)C(N)=O)N(c2ccc(F)cc2)C1=O (stereo not drawn) | -1.4% | 1% | -19% | 8%
COc1ccc(CCNC(=O)c2cc3c(=O)oc4ccc(C)cc4c3s2)cc1OC | 0.2% | 6% | 22%[10.9 µM] | -8%
CCOC(=O)c1ccc(N2CCN(c3cccc(Cl)c3)CC2)c(NC(=O)Nc2ccc(Cl)cc2)c1 | -1.1% | -5% | 14%[10.9 µM] | 3%
CCCCN1CCCCC1C(=O)Nc1c(C)cc(C)cc1C (stereo not drawn) | 0.6% | -4% | -5% | -9%
COC(=O)c1ccccc1NC(=O)CCn1nc(C)c2c(C)n(-c3ccccc3)nc2c1=O | ? | 6% | 1%[10.9 µM] | -2%
CC(C)OC(=O)c1nnc(Cc2ccc(Cl)cc2)o1 | -0.1% | 3% | 3% | 6%
Cc1ccc2oc(-c3ccc(C)c(NC(=O)c4ccc(-c5ccccc5[N+](=O)[O-])o4)c3)nc2c1 | ? | -6% | -4%[10.9 µM] | 15%
Cc1oc(-c2ccc(Cl)cc2)nc1CN1CCCC(C(=O)NCc2ccco2)C1 (stereo not drawn) | ? | -7% | -17% | -22%
COC(=O)Cc1ccc2c3ccccc3n(C)c2c1 | -1.1% | -5% | -3% | -10%
COc1cc(NC(=O)Cc2nn(C)c(=O)c3ccccc23)cc(OC)c1OC | . | 9% | . | 9%
CC1CCN(S(=O)(=O)c2ccc3c(c2)c(=O)c(C(=O)NCCc2ccccc2)cn3C)CC1 | -4.3% | 8% | 2%[10.9 µM] | 15%
S=c1[nH]nc(COc2ccccc2)n1C1CCCCC1 | 1.3% | -12% | -5% | 13%
O=C(NCCc1ccccc1)c1c(O)c2cccc3c2n(c1=O)CC3 | ? | -8% | 4% | 8%
CC1=C(c2ccc(C)cc2)S(=O)(=O)NC1=NCc1ccccc1Cl | ? | -5% | -5%[10.9 µM] | 10%
CCn1c2c(c(=O)n3ncc(C(=O)Nc4ccc(OC(F)(F)F)cc4)c13)CN(Cc1ccc(OC)cc1)CC2 | ? | -1% | -10%[10.9 µM] | -13%
Cc1ccc(Cn2nnc(C(=O)Nc3ccc(F)c(F)c3)c2N)cc1 | 0.5% | 2% | ? | -9%
O=C(OC1CCOC1=O)c1ccc(-c2nc3ccccc3s2)s1 (stereo not drawn) | ? | ? | -90%[inhibitor] | ?
COc1nc(Nc2ccc(C(C)=O)cc2)nc(OC)n1 | . | 3% | . | -2%
CCOC(=O)c1c(-c2ccc(OC)cc2)oc2ccc(OCc3ccc(C(=O)OC)cc3)cc12 | ? | -7% | -10%[10.9 µM] | 0%
CCC(=O)N1CCc2cc(S(=O)(=O)N3CCN(c4ccccn4)CC3)ccc21 | -0.1% | -7% | -27% | -1%
COCCCNC(=O)Cn1cc2c(n1)CCCCC2 | -1.6% | -2% | -6% | 4%
CCOc1ccc(NC(=O)CCC(=O)N2CCSc3ccccc32)cc1 | 0.4% | -7% | -16%[10.9 µM] | 1%
CCOC(=O)C1CCCN(S(=O)(=O)c2cc(Br)cc3c2N(C(=O)C2CC2)CC3)C1 (stereo not drawn) | -0.2% | 14% | -3% | -9%
COc1ccc(N2CCN(C(=O)CCN3C(=O)c4ccccc4S3(=O)=O)CC2)cc1 | -1.2% | 6% | 1% | 1%
CCc1ccc(OC(C)C(=O)N2CCC(c3nc4ccccc4o3)CC2)cc1 (stereo not drawn) | 1.2% | -11% | -8%[10.9 µM] | 0%

Fetched by compound from the entries so far:
mol | IkB sig inh | p53ts 32C kill | Imprint erasure | p53ts 39C tox
CC1CCN(S(=O)(=O)c2ccc3c(c2)c(=O)c(C(=O)NCCc2ccccc2)cn3C)CC1 | -4.3% | 8% | 2%[10.9 µM] | 15%
S=c1[nH]nc(COc2ccccc2)n1C1CCCCC1 | 1.3% | -12% | -5% | 13%
CCCCN1CCCCC1C(=O)Nc1c(C)cc(C)cc1C (stereo not drawn) | 0.6% | -4% | -5% | -9%
CCOC(=O)C1CCCN(S(=O)(=O)c2cc(Br)cc3c2N(C(=O)C2CC2)CC3)C1 (stereo not drawn) | -0.2% | 14% | -3% | -9%

Continued:
mol | IkB sig inh | p53ts 32C kill | Imprint erasure | p53ts 39C tox
Cc1cccc2cc(CN(CC3CCCO3)C(=O)c3ccncc3)c(=O)[nH]c12 (stereo not drawn) | 1.0% | 0% | 10% | 8%
COc1cc2c(c(O)c1OC)C(=O)C(OC)CCC2 (stereo not drawn) | . | -11% | . | -20%
CCCCc1c(O)nc2n(c1=O)CCS2 | -0.9% | 2% | 0% | 5%
CCCCNC(=O)CCCn1c(=O)c2ccccc2n(CC(=O)Nc2ccccc2OCC)c1=O | 0.0% | 3% | 5%[10.9 µM] | -12%

Full records from above. Screens in order: IkB sig inh | p53ts 32C kill | Imprint erasure | p53ts 39C tox
Shown for Cc1sc2ncn(CC(=O)Nc3ccc(F)cc3Cl)c(=O)c2c1S(=O)(=O)N1CCN(c2ncccn2)CC1 → -0.1% | 11% | -7%[10.9 µM] | 4%
Shown for CCCCc1c(O)nc2n(c1=O)CCS2 → -0.9% | 2% | 0% | 5%
